Assay outcomes (PubChem)
EPAC2 agonist: activates human EPAC2 exchange factor | EPAC2 activation, biochemical qHTS; response scale: 100% = 6.5 mM cAMP response | Potency, µM (doses to about 154 µM), without a hit: at the highest dose activation, actives largely listed as activators | 360,000 compounds, 0.079% hits; also: potency is read from the fitted curve at half-maximal effect; nearly all actives have a fitted effect of over 50% in size
Target sequence (Q8WZA2 whole entry, looked up): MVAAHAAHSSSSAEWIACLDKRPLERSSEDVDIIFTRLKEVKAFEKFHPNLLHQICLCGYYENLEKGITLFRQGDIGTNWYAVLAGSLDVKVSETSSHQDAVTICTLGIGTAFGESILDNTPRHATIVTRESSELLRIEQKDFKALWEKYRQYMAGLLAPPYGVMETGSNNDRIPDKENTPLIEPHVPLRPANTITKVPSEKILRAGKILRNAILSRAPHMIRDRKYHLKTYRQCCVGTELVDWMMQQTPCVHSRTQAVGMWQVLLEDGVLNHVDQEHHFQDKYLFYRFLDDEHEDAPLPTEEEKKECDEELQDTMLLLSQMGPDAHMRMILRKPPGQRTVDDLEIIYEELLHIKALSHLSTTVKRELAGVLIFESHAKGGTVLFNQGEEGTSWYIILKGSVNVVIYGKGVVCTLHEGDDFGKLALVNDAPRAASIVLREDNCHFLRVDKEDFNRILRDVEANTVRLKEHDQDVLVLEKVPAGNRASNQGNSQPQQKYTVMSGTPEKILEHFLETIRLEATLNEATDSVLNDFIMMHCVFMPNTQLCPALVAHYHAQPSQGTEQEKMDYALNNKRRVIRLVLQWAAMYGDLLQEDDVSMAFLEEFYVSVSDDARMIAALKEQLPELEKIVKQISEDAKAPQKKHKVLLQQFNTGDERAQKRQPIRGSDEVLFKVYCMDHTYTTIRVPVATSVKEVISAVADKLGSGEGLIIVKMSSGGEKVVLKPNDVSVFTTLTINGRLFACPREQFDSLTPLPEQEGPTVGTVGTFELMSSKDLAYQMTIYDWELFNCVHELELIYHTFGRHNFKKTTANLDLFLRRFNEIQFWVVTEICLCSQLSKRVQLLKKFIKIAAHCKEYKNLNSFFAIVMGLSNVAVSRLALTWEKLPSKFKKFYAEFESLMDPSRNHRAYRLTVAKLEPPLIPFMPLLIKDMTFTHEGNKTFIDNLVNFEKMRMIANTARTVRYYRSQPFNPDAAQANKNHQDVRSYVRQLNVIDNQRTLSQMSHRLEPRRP
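Compounds were added across a concentration range to EPAC2 (100 nM), RAP1B-BODIPY-GDP (250 nM) and GDP (50 uM). After 5 min at room temperature, fluorescence was recorded at 5-min intervals for 30 min.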
DRD3 agonist: activates the human D3 dopamine receptor; P35462; D3R DiscoveRx beta-arrestin cells, luminescence, 90 min; max activation, %; 410,000 compounds, 0.58% hits; AID 652048; in the data active = max activation above about 30%; also: 0% is about no effect; mostly tested at two doses, the higher about 12 µM
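Agonist mode: compounds and dopamine controls were applied to plated cells for 90 min at 37 degrees C after an overnight attachment at 1500 cells/well. Luminescent read-out followed 30 - 60 minutes at room temperature with DiscoveRx detection reagent.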
Akt phos inh: blocks phosphorylation of Akt; Neuro2A IGF-stimulated pAkt S473 HTRF, 20 min; stronger effect = lower value; activity change, % for hits at 50 µM; 360,000 compounds, 0.32% hits; in the data active = activity change below about -80%; inconclusive = mostly about -51% to -80%; also: % is scaled to controls: 0 for no effect and ±100 for the full control effect
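Neuro2A cells in DMEM with 0.5% FBS, overnight at 37 deg C, given compound at single 50 µM final, then IGF (6 nM final) for 20 min at 37 deg C. Lysed; phospho-Akt Ser473 by HTRF after 24 h, 665/615 ratio.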
D3 antag: D3 dopamine receptor (human) antagonism; P35462; D3R cells, DiscoveRx beta-arrestin luminescence, antagonist mode; stronger effect = lower value; max response, negative = inhibition, %; 360,000 compounds, 2.5% hits; in the data active = max response below about -50%; inconclusive = no clear call, values can overlap the other calls; also: % is scaled to controls: 0 for no effect and ±100 for the full control effect; mostly tested at two doses, the higher about 12 µM
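Cells plated overnight at 1500 cells/well, then exposed to library compounds with dopamine controls for 90 minutes at 37 degrees C. DiscoveRx reagent added for 30–60 minutes at room temperature; luminescence read, quantitative HTS format.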
PTHR1 agonist: PTHR1 (human) receptor agonism | 410,000 compounds, 0.075% hits | HEK293 GP2 PTHR1 cells, GloSensor cAMP luminescence, 1 h | Q03431 | Potency, µM (doses to about 115 µM), inactives show at the highest dose activation, usual class: activators | AID 743266; also: potency is read from the fitted curve at half-maximal effect; nearly all actives have a fitted effect of over 55% in size; some results filed as inactive show a strong effect at the top dose; inactives centre near -15; many of its hits are not listed in these tables
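HEK-293-derived GP2 cells expressing PTHR1 and a GloSensor cAMP reporter, 3,000/well, plated overnight, given luciferin plus IBMX (each 0.5 mM as added) for 1 h at 37 °C, then compound for 1 h at 37 °C. Luminescence was read after 15 min at room temperature.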
EPAC2 antagonist: antagonists of human EPAC2; AID 720708; EPAC2 GEF exchange of Rap1B-BODIPY-GDP, fluorescence; Q8WZA2; Potency, µM (series often up to 114 µM), for inactives: at the top dose activity, negative = inhibition, hits mostly inhibitors; 360,000 compounds, 0.18% hits; also: potency is read from the fitted curve at half-maximal effect; % is scaled to controls: 0 for no effect and ±100 for the full control effect; nearly all actives have a fitted effect of over 45% in size; many of its hits are not listed in these tables
Mm-Cpn inhibitor: blocks the Methanococcus maripaludis chaperonin Mm-Cpn; purified Mm-Cpn ATPase, ADP Transcreener TR-FRET; Potency, µM (highest dose often 76.9 µM), for the others: at the top dose activity, negative = inhibition, hits mostly inhibitors; 330,000 compounds, 0.031% hits; AID 504842; also: potency is read from the fitted curve at half-maximal effect; % is scaled to controls: 0 for no effect and ±100 for the full control effect; nearly all actives have a fitted effect of over 80% in size
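Reaction buffer contained 30 mM Tris pH 7.4, 100 mM KCl, 5 mM MgCl2 and 1 mM DTT. Mm-CPN (25 nM final) hydrolysed 10 uM ATP over 30 min at 37°C; ADP was read by HTRF.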
CCT chaperon mod: modulators of cytosolic chaperonin (CCT/TRiC) activity. purified chaperonin ATPase assay, HTRF ADP detection, 30 min. activity change, % (concentration not given with the values), hits read low. 360,000 compounds, 0.3% hits. AID 651819; in the data active = activity change below about -30%; also: % is scaled to controls: 0 for no effect and ±100 for the full control effect
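First, chaperonin was dispensed at 40 nM or 20 nM final depending on batch activity. Next, compounds were pinned at 76 uM and ATP added at 10 uM. After 30 min at 37 °C, ADP detection reagents ran 30 min at ambient temperature.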
* hit, by the source's call; i = inactive; ? = inconclusive; . = not tested or not shown; [ ] = remark or other dose. Unless noted, calls follow the shape of the dose curve; as a rule, active = well fitted curve in the direction sought with a large enough effect; inconclusive = small, poorly fitted or top-dose-only effect, or another doubt; inactive = no such curve, though single readings can be large; an effect the other way counts as inactive or inconclusive. This is a subset. The share of hits here may be higher or lower than overall.

The line under a structure holds: EPAC2 agonist, DRD3 agonist, Akt phos inh, D3 antag, PTHR1 agonist, EPAC2 antagonist, Mm-Cpn inhibitor, CCT chaperon mod
CC1=C[C@H](C)[C@H](c2c(F)cccc2Cl)CC1=O
 : 3%, -12, i, 21, i, -23%, 2%, 0.5
CC(C)(C)NC(=O)CSc1nnc(-c2c[nH]c3ccccc23)o1
 : 4%, 5, i, 6, -3%, -2%, 2%, 0.6
CC1CCCN(CCOc2ccc(Br)cc2)C1 (centres undefined)
 : 5%, -33, i, -99*, i, 4%, 2%, -2.4
Cc1ccc(S(=O)(=O)NCC2CCC(C(=O)N3CCN(C)CC3)CC2)cc1 (centres undefined)
 : 5%, 8, ., -8, i, 0%, -4%, 0.4
CC(NC(=O)COC(=O)c1ccccc1O)c1ccccc1 (centres undefined)
 : -1%, 3, i, 8, -15%, -5%, ., -0.4
CC1(C(=O)NS(=O)(=O)Cc2ccccc2)CCN1C(=O)C1(c2ccc(Cl)cc2)CC1 (centres undefined)
 : 7%, -4, i, -29, -16%, -2%, ., -0.1
O=C(COC(=O)CC(NC(=O)c1ccccc1Cl)c1ccccc1)Nc1cccc(F)c1 (centres undefined)
 : 7%, 16, i, 18, -16%, -9%, 1%, 0.1
Cc1ccc(C(=O)NCc2ccncc2)cc1S(=O)(=O)N1CCCCC1
 : -1%, 2, i, -2, i, 8%, 4%, -1.1
C/C=C/c1ccc(OCC(=O)NNC(=O)CN(C)S(=O)(=O)c2ccc(C)cc2)c(OC)c1
 : 4%, 1, i, -2, i, 5%, 1%, -1.8
N#CCCN(C(=O)COC(=O)c1ccc2c(=O)n3c(nc2c1)CCC3)c1ccccc1
 : -5%, 5, i, 13, i, -4%, -17%, 1.3
CSc1ccc(/C=C(/NC(=O)c2ccccc2)C(=O)NCCN2CCOCC2)cc1
 : 2%, 2, i, -1, -10%, 8%, 0%, -0.1
CCCCP(=O)(CCCC)c1ccccc1C(=O)O
 : -15%, -3, i, -9, i, -2%, 2%, -0.7
O=[N+]([O-])c1ccc2nc(Cl)nc(-c3ccccc3)c2c1
 : 12%, -1, i, -56*, -6%, 10%, 0%, -2.5
O=[N+]([O-])c1ccc(N2CCN(Cc3ccccc3)CC2)c(S(=O)(=O)N2CCOCC2)c1
 : 7%, -14, i, -2, 1%, 13%, 1%, 2.4
N#Cc1ccccc1Cn1c(=O)n(CCCC(=O)NCc2ccc3c(c2)OCO3)c(=O)c2ccccc21
 : 0%, 4, i, 21, i, 11%, 0%, -1.3
C/C(=N\NC(=O)Cc1csc(N2CCOCC2)n1)c1ccc(Cl)c(Cl)c1
 : 14%, -7, i, -21, -20%, -8%, 2%, -2.8
CCOC(=O)C1(C)CCCN(C(=O)c2cc(F)cc(F)c2)C1 (centres undefined)
 : 6%, -4, i, 7, i, 4%, ., -5.0
COc1cc(-c2nc(-c3ccc4c(c3)-c3ccccc3S4(=O)=O)c(-c3ccccc3)[nH]2)cc(OC)c1OC
 : 5%, -3, i, -2, -8%[57.5 µM], 10%, -8%, 0.4
O=C1CCCCN1CC(=O)N1CCCC(N2CCN(c3ccccc3F)CC2)C1 (centres undefined)
 : -3%, 10, i, 2, -8%, 1%, 0%, 0.4
Cc1ccc(S(=O)(=O)N2CCCOC2CNC(=O)C(=O)NCCN2CCOCC2)cc1 (centres undefined)
 : 12%, -3, i, -12, 7%, 2%, 2%, -0.1

Molecules listed so far containing a nitro group on carbon (two):
The line under a structure holds: EPAC2 agonist, DRD3 agonist, Akt phos inh, D3 antag, PTHR1 agonist, EPAC2 antagonist, Mm-Cpn inhibitor, CCT chaperon mod
O=[N+]([O-])c1ccc2nc(Cl)nc(-c3ccccc3)c2c1
 : 12%, -1, i, -56*, -6%, 10%, 0%, -2.5
O=[N+]([O-])c1ccc(N2CCN(Cc3ccccc3)CC2)c(S(=O)(=O)N2CCOCC2)c1
 : 7%, -14, i, -2, 1%, 13%, 1%, 2.4

The list goes on.
The line under a structure holds: EPAC2 agonist, DRD3 agonist, Akt phos inh, D3 antag, PTHR1 agonist, EPAC2 antagonist, Mm-Cpn inhibitor, CCT chaperon mod
Oc1ccc(N=Nc2cccc(C(F)(F)F)c2)cc1C=Nc1ccc(N2CCOCC2)cc1
 : 10%, -9, i, -25, -48%, -21%, 0%, -1.7
COc1cccc(C2C3=C(CC(C)(C)CC3=O)Nc3cc(OC)c(OC)cc32)c1 (centres undefined)
 : 6%, 1, i, 2, i, -3%, -6%, -0.1
Cc1cnc(CNC(=O)c2ccc3oc(C(C)C)nc3c2)[nH]1
 : 9%, -17, i, ?, -21%, 3%, 2%, 0.4
O=C(CSc1nnc(-c2ccc(Cl)cc2)o1)N1CCOCC1
 : -3%, 15, i, 6, -7%, -8%, 1%, -1.5
CCCCN(CC)C(=O)Cn1ncc2c1-c1cc(C)ccc1OC2
 : -3%, 17, i, 13, i, 8%, -2%, -1.1
CCOC(=O)C1=C(C)OC(=Cc2ccc(OC)cc2)C1=O
 : -3%, 2, i, 21, i, -3%, ., 1.0
Cn1c(=O)[nH]c(=O)c2c1nc(SCC(O)CO)n2Cc1ccccc1Cl (centres undefined)
 : 8%, -9, i, -18, i, -4%, -8%, -1.3
Cc1noc(C)c1COc1cccc(C(=O)OC(C)C(=O)Nc2ccc3c(c2)OCO3)c1 (centres undefined)
 : 3%, 8, i, 1, i, -1%, 0%, -11
CC(=O)N1C[C@H]2CON(C)[C@H]2C[C@H]1c1ccccc1Br
 : 10%, 12, i, 19, i, 2%, ., -0.6
NC(Cc1ccc(C(F)(F)F)cc1)c1csc(NC(=O)NCCc2ccccc2)n1 (centres undefined)
 : 1%, -5, i, 10, -52%[inhibitor], 10%, ., -1.0
CCC(C)N(C)C(=O)c1cc2ccccc2c(-c2ccccc2Cl)n1 (centres undefined)
 : 6%, -14, i, -2, -20%, 5%, 0%, -1.8
CC1CN(C(=O)CSc2nnc(CNC(=O)c3ccc(S(=O)(=O)N(C)C)cc3)o2)CC(C)O1 (centres undefined)
 : 17%, 0, i, -4, 4%, -3%, 1%, -0.8
Cc1nc2c(-c3ccc(F)cc3)c(C)nn2c(C)c1CCC(=O)NC(C)CCc1ccco1 (centres undefined)
 : -8%, 4, i, -7, -17%, 6%, ?, 0.4
COc1cccc(Cn2cccc(NC(=O)NC3CCCCC3)c2=O)c1
 : -4%, -1, i, -24, -24%, 6%, -1%, -3.2
COc1ccccc1NC(=O)/C=C1\NC(=O)CS1
 : 1%, 0, i, 3, i, 7%, 1%, 1.3
CSc1ccc(Cl)c(C(=O)OCC(=O)N2CCOCC2)c1
 : 8%, 0, i, 8, i, 28%, 0%, 1.1
COc1cc(/C=C2/SC(=Nc3ccc(O)cc3)NC2=O)ccc1O
 : 2%, -10, i, -9, -8%, -6%, 1%, -1.8
CC(C)OC(=O)c1ccc(NC(=O)C2C3CC4OC(=O)C2C4C3)cc1 (centres undefined)
 : 7%, -2, i, 6, i, -4%, 0%, -0.4
CCCCC/C=C/C1=CC(=O)C[C@H](c2ccc3c(c2)OCO3)C1
 : 1%, 51*, i, -1, -66%[inhibitor], -14%, 0%, 0.8
CCOC(=O)c1cccc(NC(=O)Nc2ccc(OCC)cc2)c1
 : -13%, 0, i, 10, i, 18%, -1%, -1.4
CC1(C)CC(CCNC(=O)c2ccco2)CC(C)(C)N1
 : -5%, 1, i, -6, -17%[57.5 µM], -8%, 0%, -4.9
O=S(=O)(c1cccc(S(=O)(=O)N2CCC(n3nnc4ccccc43)CC2)c1)N1CCCCC1
 : 17%, 0, i, -7, i, 8%, -1%, 0.2
O=C(c1ccoc1)N1CCCC(Nc2ccc(F)c(F)c2)C1 (centres undefined)
 : 6%, -4, i, 4, -12%, 1%, 1%, -4.2
O=[N+]([O-])c1ccccc1Nc1c2ccccc2nc2ccccc12
 : 0%, -4, i, -15, -8%, 2%, 0%, -0.2
CN(C(=S)NC(=O)c1ccc(F)cc1)C1CCCCC1
 : 10%, -3, i, -25, -52%, 5%, -2%, -0.7
CCCC1=C(C(=O)OCC)C(c2ccc(OC)c(C)c2OC)C(C#N)=C(N)O1 (centres undefined)
 : 8%, -6, i, 0, i, -25%, -6%, -1.3
Cc1ccc(NC(=O)COc2ccccc2)cc1S(=O)(=O)N1CCCCCC1
 : 12%, -8, i, -1, -41%, -21%, 0%, -2.3
C/C(=N\NC(=O)c1ccn(C)n1)c1ccc(NC(=O)c2cccc(F)c2)cc1
 : 4%, 0, i, 6, i, -1%, 0%, 0.9
CCCn1c(NC(=O)c2ccco2)nc2ccccc21
 : 1%, 0, i, -7, i, 0%, 1%, 1.3
COc1ccc(-c2nc(-c3ccc(NC(=O)c4ccc(Br)o4)cc3)no2)cc1OC
 : -8%, 38*, i, 61, -15%, 0%, -3%, -0.7
Cc1nc(SCC(=O)NCc2ccco2)nc(C)c1C
 : 1%, 2, i, 31, i, 11%, 0%, -0.7
C=CCN(c1ccc(C(=O)NCCN2CCOCC2)cc1)S(C)(=O)=O
 : 5%, -9, i, 16, -20%, 21%, -18%, -2.9
O=C(NC1CCCCC1)C(c1ccc(F)cc1)N(C(=O)c1csnn1)C1CC1 (centres undefined)
 : 4%, -11, i, -1, 7%, 0%, 2%, -0.3
CCOc1ccc(Cl)cc1CNCCCSc1nc(C)cc(C)n1
 : 1%, -6, i, -17, i, 0%, -1%, 1.4
CCCCN(C(=O)c1cc2c(s1)CCCCC2)c1c(N)n(CC(C)C)c(=O)[nH]c1=O
 : 0%, 2, i, 5, -3%, -4%, 2%, -2.4
COc1ccc(C)cc1-n1nnnc1SCC(=O)c1ccc2c(c1)OCCO2
 : 3%, -2, i, 6, i, -4%, ?, -3.0
O=C(O)/C=C/C(=O)Nc1cccc2cccnc12
 : 0%, 2, i, 2, i, -8%, 1%, 1.6
COc1ccc(-c2cccc(C(=O)Nc3ccccc3C)c2)cc1
 : -1%, -6, i, -25, i, 9%, -2%, -0.2
CCNCC(O)COCC(O)CNCC (centres undefined)
 : 2%, 5, i, 23, i, 7%, 0%, -0.2
O=C(N=NC(=O)c1ccco1)c1ccc2c(O)n(N3C(=O)c4ccccc4C3=O)c(O)c2c1
 : 9%, -7, i, -1, i, 16%, 2%, 2.0
O=C(CSc1ccc(-c2ccc(Cl)cc2)nn1)NC1CCCC1
 : -2%, 15, i, 29, -21%, 17%, 2%, 0.7
Cc1cccc(NC(=O)CN(CC2CCCO2)C(=O)c2cc3ccccc3o2)c1C (centres undefined)
 : 3%, 0, i, 17, i, -4%, -4%, -6.3
